Source: PubChem BioAssay (National Center for Advancing Translational Sciences (NCATS))
TDP43 rescue: rescues yeast growth from TDP-43 toxicity; TDP-43 expressing yeast growth rescue, BacTiter-Glo, 24 h; Potency, µM (highest dose often 46.1 µM), for inactives: at the highest dose growth rescue (activation), actives largely listed as activators; 1.8% of 410,000 active; further: % of control where 0% means no effect; nearly all actives have a fitted effect of over 50% in size
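Readout is BacTiter-Glo luminescence of cell growth, so inhibitors register as activators. TDP-43-expressing yeast at OD600=0.02 in galactose medium, after raffinose pregrowth to mid-log, were incubated with compound for 24 hr at 30 deg C.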
EPAC2 ag: agonists of human EPAC2 (RAPGEF4); Q8WZA2; EPAC2 activation, biochemical qHTS; response scale: 100% = 6.5 mM cAMP response; Potency, µM (series often up to 154 µM), inactives show at the top dose activation, hits mostly activators; 0.079% of 360,000 active; further: nearly all actives have a fitted effect of over 50% in size
Target sequence (Q8WZA2 whole entry, looked up): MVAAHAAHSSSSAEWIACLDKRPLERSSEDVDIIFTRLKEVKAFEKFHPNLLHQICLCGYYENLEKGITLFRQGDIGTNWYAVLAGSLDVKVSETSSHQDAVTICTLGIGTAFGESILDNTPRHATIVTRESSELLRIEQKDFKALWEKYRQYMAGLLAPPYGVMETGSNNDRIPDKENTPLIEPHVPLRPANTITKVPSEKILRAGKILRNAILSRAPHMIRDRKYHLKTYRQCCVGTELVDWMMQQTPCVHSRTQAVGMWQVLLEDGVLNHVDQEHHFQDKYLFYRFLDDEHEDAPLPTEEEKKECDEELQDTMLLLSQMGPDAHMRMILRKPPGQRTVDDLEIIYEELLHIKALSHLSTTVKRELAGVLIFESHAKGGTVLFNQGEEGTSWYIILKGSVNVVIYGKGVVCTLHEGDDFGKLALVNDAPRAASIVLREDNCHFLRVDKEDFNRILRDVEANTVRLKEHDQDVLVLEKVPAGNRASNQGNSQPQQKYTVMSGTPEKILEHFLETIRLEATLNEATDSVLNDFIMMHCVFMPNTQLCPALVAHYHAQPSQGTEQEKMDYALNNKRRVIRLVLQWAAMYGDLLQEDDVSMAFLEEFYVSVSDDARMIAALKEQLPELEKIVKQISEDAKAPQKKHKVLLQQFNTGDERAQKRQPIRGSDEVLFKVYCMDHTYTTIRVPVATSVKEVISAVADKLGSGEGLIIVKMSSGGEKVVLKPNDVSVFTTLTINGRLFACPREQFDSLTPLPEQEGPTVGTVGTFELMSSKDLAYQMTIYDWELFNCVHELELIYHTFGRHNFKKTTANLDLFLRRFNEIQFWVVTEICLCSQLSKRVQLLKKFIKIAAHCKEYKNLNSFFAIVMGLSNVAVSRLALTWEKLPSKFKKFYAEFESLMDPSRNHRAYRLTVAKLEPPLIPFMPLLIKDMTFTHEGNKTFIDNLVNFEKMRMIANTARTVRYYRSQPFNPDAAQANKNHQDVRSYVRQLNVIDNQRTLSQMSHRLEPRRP
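Fluorescence exchange assay: 100 nM EPAC2 with 250 nM RAP1B-BODIPY-GDP and 50 uM GDP; compounds tested as a concentration-titration series (qHTS). Loss of Rap1-bound BODIPY-GDP fluorescence read at 480/540 nm; data normalized to 6.5 mM cAMP.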
EPAC2 antag: antagonists of human EPAC2; Q8WZA2; EPAC2 GEF exchange of Rap1B-BODIPY-GDP, fluorescence; Potency, µM (series often up to 114 µM), inactives show at the highest dose activity, negative = inhibition, hits mostly inhibitors; 0.18% of 360,000 active; AID 720708; further: on the % scale 0 is the no-effect control and ±100 the full control effect; nearly all actives have a fitted effect of over 45% in size; many of its hits are not listed in these tables
EPAC1 antagonist: antagonists of human EPAC1; O95398; EPAC1 GEF assay, Rap1b-BODIPY-GDP exchange fluorescence; Potency, µM (titrated, usually from 115 µM), inactives show top-dose activity change, negative = inhibition, actives largely listed as inhibitors; 0.14% of 360,000 active;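 further: plate controls were vehicle for no effect and positive control for full effect; nearly all actives have a fitted effect of over 50% in size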
aSyn rescue: alpha-synuclein toxicity inhibition in yeast. AID 652106. Yeast expressing alpha-synuclein, growth rescue, BacTiter-Glo, 24 h. 0.14% of 370,000 active. Potency, µM (series often up to 46.1 µM), for inactives: at the top dose growth rescue (activation), hits mostly activators; further: % of control where 0% means no effect; nearly all actives have a fitted effect of over 65% in size
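Readout is rescue of growth in alpha-synuclein-expressing yeast, so inhibitors of toxicity appear as activators. Growth after 24 hr at 30 deg C in galactose medium is quantified by luminescence.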
EPAC1 ag: agonists of human EPAC1. O95398. EPAC1 agonist qHTS, biochemical assay; response scale: 100% = response to 6.5 mM cAMP. Potency, µM (doses to about 154 µM), without a hit: top-dose activation, hits mostly activators. 0.073% of 360,000 active. AID 720707; further: nearly all actives have a fitted effect of over 60% in size
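Normalized to 6.5 mM cAMP, activity reflects EPAC1-catalysed release of BODIPY-GDP from Rap1B, followed kinetically over 30 min at 480 nm excitation, 540 nm emission. Reaction contained 100 nM EPAC1, 250 nM Rap1B-BODIPY-GDP, 50 uM GDP.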
PTHR1 agonist: PTHR1 (human) receptor agonism; 0.075% of 410,000 active; Q03431; Potency, µM (highest dose often 115 µM), inactives show at the highest dose activation, hits mostly activators; HEK293 GP2 PTHR1 cells, GloSensor cAMP luminescence, 1 h; AID 743266; further: nearly all actives have a fitted effect of over 55% in size; some results filed as inactive show a strong effect at the top dose; inactives centre near -15; many of its hits are not listed in these tables
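HEK-293-derived GP2 cells expressing PTHR1 and a GloSensor cAMP reporter, 3,000/well, plated overnight, given luciferin plus IBMX (each 0.5 mM as added) for 1 h at 37 °C, then compound for 1 h at 37 °C. Luminescence was read after 15 min at room temperature.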
FUS suppressor: rescues growth of FUS-expressing yeast | S. cerevisiae FUS-expressing, growth rescue, OD600, 24 h | Potency, µM (series often up to 76.6 µM), inactives show at the highest dose growth rescue (activation), actives largely listed as activators | 0.24% of 390,000 active | AID 1347120;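 further: plate controls were DMSO vehicle for no effect and reference control for full effect; nearly all actives have a fitted effect of over 55% in size; some results filed as inactive show a strong effect at the top dose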
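Read-out: OD at 600 nm after 24hr at 30C, reporting rescue of FUS-induced yeast toxicity. Cells at OD 0.005 in galactose (2%) minimal medium; compounds tested in a dilution series; CP55940 titration from 92uM final as control.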
Starred values were filed as active, the others as inactive; i = inactive; ? = inconclusive; · = not tested or not shown; [ ] = another dose, or the depositor's remark. The call rests on the fitted dose curve; in most records, active means well fitted curve in the direction sought with a large enough effect; inconclusive means small, poorly fitted or top-dose-only effect, or another doubt; inactive means no such curve, though single readings can be large; an effect the other way counts as inactive or inconclusive. Potency means the concentration at half of the fitted maximal effect. These rows are one share of the data; count on the stated rates, not on these rows.

SMILES	TDP43 rescue	EPAC2 ag	EPAC2 antag	EPAC1 antagonist	aSyn rescue	EPAC1 ag	PTHR1 agonist	FUS suppressor
CC(C)CCN(Cc1ccco1)S(=O)(=O)c1ccc(-c2ccc(=O)[nH]n2)s1	-2.1%	-8.9%	-16.0%	-9.0%	7.4%	-15.5%	i	19.9%
CC(C)(C)C(=O)Nc1ccccc1C(=O)N1CCCC1	3.3%	-1.5%	-2.7%	-14.5%	1.0%	0.8%	-18.7%[57.5 µM]	-20.5%
O=C(O)/C=C\C(=O)Nc1cccc(C(=O)Nc2cccc(O)c2)c1	0.4%	11.6%	3.2%	-24.1%	-1.3%	12.5%	?	-0.7%
O=C(Cn1cc([N+](=O)[O-])cn1)NC1CCCCCC1	-1.4%	-3.1%	11.2%	-2.2%	-0.3%	0.5%	i	10.2%
O=C(NN1CCOCC1)c1ccc(Cl)cc1[N+](=O)[O-]	3.6%	8.0%	1.5%	-0.6%	-5.2%	0.1%	4.5%	-3.0%
O=C(NCc1ccco1)c1ccccc1NS(=O)(=O)c1ccc(Cl)s1	-8.1%	-7.6%	0.6%	3.0%	-17.4%	-3.7%	-32.7%[inhibitor]	10.7%
COc1ccc(NC(=O)CSc2ccc(-c3ccco3)nn2)cc1	-14.2%	-5.3%	-0.4%	-13.1%	-3.7%	-4.5%	-9.3%	25.7%
COc1ccc2sc(C)nc2c1NC(C)=O	14.1%	11.9%	6.5%	1.1%	-8.8%	13.5%	i	-11.7%
COc1ccc(/C=N/NC(=O)c2ccccc2[N+](=O)[O-])cc1CN1CCc2cc(OC)c(OC)cc2C1C (configuration not stated)	14.4%[9.22 µM]	8.8%	7.3%	-24.6%	-0.7%	-5.0%	i	36.7%
COCCn1c(-c2ccc(OC)cc2)cnc1SCC(=O)Nc1cccc2ccccc12	-3.2%	4.9%	-6.5%	-3.7%	-4.0%	13.3%	-3.7%[57.5 µM]	30.8%
COC(=O)c1cc(C(=O)NC(C)C2CC3CCC2C3)cc([N+](=O)[O-])c1 (configuration not stated)	22.1%	15.8%	-1.3%	-11.5%	-15.0%	16.9%	-16.1%	-0.5%
CCN(C(=O)CCS(=O)(=O)c1ccc(Br)cc1)c1ccc2c(c1)OCO2	10.3%	-27.7%	7.1%	6.9%	13.2%	8.0%	-2.4%[57.5 µM]	8.8%
CCOCCCNC(=O)c1ccc2c(c1)OCO2	10.4%	0.7%	0.1%	-4.3%	1.5%	-3.9%	i	-2.6%
CN(C)C(=O)c1ccc(NC(=O)CSc2nnc(-c3cccs3)n2N)cc1	-7.9%	7.2%	-4.8%	4.8%	-2.3%[1.84 µM]	-1.3%	i	20.6%
Cn1c(Cn2nnc3ccccc32)nnc1SCC(=O)c1ccccc1F	-10.0%	6.1%	7.6%	8.9%	4.3%	-2.7%	-6.5%[57.5 µM]	-5.7%
Cc1c(C(=O)Nc2ccccc2)cn2c(nc3ccccc32)c1C#N	19.0%	5.1%	5.6%	12.9%	0.7%	8.1%	i	-7.4%
CCN1C(=O)/C(=C/c2nc3ccccc3c(=O)n2-c2ccc(C)cc2)c2ccccc21	3.6%	14.3%	-3.5%	2.9%	-1.6%	12.9%	-19.6%	-9.5%
CC1=C(C(=O)NC2CCCc3c2cnn3-c2cccc(C)c2C)OCCO1 (configuration not stated)	27.5%	-9.4%	2.0%	-9.2%	1.9%	-2.7%	-15.8%	13.6%
COc1ccc(N(CC(=O)Nc2cccc(C(C)=O)c2)S(=O)(=O)c2ccc(NC(C)=O)cc2)cc1	-8.0%	14.2%	15.1%	16.6%	-2.6%	7.4%	-35.3%[inhibitor]	37.3%
Cc1nc(CN2CCN(Cc3nc(C(c4ccccc4)c4ccccc4)no3)CC2)cs1	-30.8%	5.1%	0.7%	15.8%	-1.0%	7.8%	-7.8%	12.0%
CC1(c2nnnn2-c2ccc3c(c2)OCCO3)CCC(=O)N1CCCN1CCOCC1 (configuration not stated)	14.2%	2.2%	4.8%	2.4%	-3.1%	-16.1%	i	-10.7%
Cc1cc(NC(=O)CCC(=O)N(c2ccccc2)C(C)C(=O)NC2CCCC2)no1 (configuration not stated)	0.7%	5.9%	1.0%	1.0%	7.8%	-14.2%	i	11.1%
CCn1cnc2scc(-c3ccc(OC)cc3)c2c1=O	?	18.5%	-3.7%	19.7%	0.7%	9.2%	-4.4%	-10.5%
COc1ccc(-c2csc(NC(=O)COC(=O)C3=COCCO3)n2)cc1	0.1%	11.5%	21.5%	-10.2%	-1.5%	-14.8%	-16.7%	-14.4%

Full records, looked up by structure.
Profile of CCN(C(=O)CCS(=O)(=O)c1ccc(Br)cc1)c1ccc2c(c1)OCO2 : TDP43 rescue: 10.3%; EPAC2 ag: -27.7%; EPAC2 antag: 7.1%; EPAC1 antagonist: 6.9%; aSyn rescue: 13.2%; EPAC1 ag: 8.0%; PTHR1 agonist: -2.4%[57.5 µM]; FUS suppressor: 8.8%
Profile of COCCn1c(-c2ccc(OC)cc2)cnc1SCC(=O)Nc1cccc2ccccc12 : TDP43 rescue: -3.2%; EPAC2 ag: 4.9%; EPAC2 antag: -6.5%; EPAC1 antagonist: -3.7%; aSyn rescue: -4.0%; EPAC1 ag: 13.3%; PTHR1 agonist: -3.7%[57.5 µM]; FUS suppressor: 30.8%

Next section:
SMILES	TDP43 rescue	EPAC2 ag	EPAC2 antag	EPAC1 antagonist	aSyn rescue	EPAC1 ag	PTHR1 agonist	FUS suppressor
COc1ccccc1N1CCN(c2ccc([N+](=O)[O-])cc2Cl)CC1	0.0%	-1.5%	-11.2%	-15.9%	-6.7%	8.1%	-24.2%	·
O=C(Nc1cccc2ccccc12)c1ccc(F)cc1	22.9%	13.2%	3.7%	-12.5%	5.8%	5.5%	i	-12.7%
COC(=O)C1=C(C)N(CCCC(=O)O)C(=O)NC1c1ccc2c(c1)OCO2 (configuration not stated)	9.7%	-1.3%	-12.0%	12.3%	2.9%	-10.8%	i	-19.3%
CCCCOc1ccc(N(CC(=O)NC2CCCCC2)C(=O)c2snc(C(N)=O)c2N)cc1	5.9%	-7.1%	1.6%	2.4%	-4.1%	0.3%	-29.2%	-15.9%
O=C(CN1CCOc2ccccc21)NCc1ccc(F)cc1	17.4%	-2.0%	8.7%	-20.3%	1.4%	2.6%	i	-12.5%
COC(=O)c1ccc(/C=C2/SC(=S)N(CCCC(=O)Nc3ccc(O)cc3)C2=O)cc1	8.0%	5.4%	-0.8%	2.1%	15.9%	0.0%	i	24.2%
O=C(NNC(=O)c1cc(Br)c(Br)s1)c1csc(N2CCOCC2)n1	16.9%	-0.3%	4.9%	10.2%	0.6%	-1.2%	i	1.1%
COc1ccc(NC(=O)c2ccc3c(=O)n(CC4CCCO4)c(=S)[nH]c3c2)c(OC)c1 (configuration not stated)	11.0%	5.2%	-2.2%	-1.2%	2.3%	1.5%	-16.0%	18.9%
CC(C)(C)c1ccc(-c2n[nH]c(=S)n2C2CCCC2)cc1	?	9.0%	-2.4%	-4.0%	3.0%	5.0%	5.1%[57.5 µM]	27.2%
O=C(Nc1cc2c(cc1Br)OCCCO2)c1cccnc1	?	11.9%	7.2%	3.5%	-1.2%	3.3%	i	6.5%
O=C(NC1CCCc2ccccc21)C1CCCO1 (configuration not stated)	-6.8%	3.6%	-3.4%	-0.3%	-2.8%	5.9%	-2.3%[57.5 µM]	12.5%
CC1CCN(C(=O)CSc2nnc3ccc(-c4cccnc4)nn23)CC1	17.8%	2.8%	-4.7%	11.7%	1.9%	-1.2%	i	-0.5%
O=C(NNC(=S)Nc1ccccc1)c1cccc(S(=O)(=O)N2CCOCC2)c1	-14.9%	3.3%	1.6%	20.5%	-1.7%	-7.0%	i	12.6%
CN(Cc1ccco1)C(=O)c1ccc(CNS(=O)(=O)c2ccc3c(c2)C(C)(C)C(=O)N3C)cc1	-7.9%	7.3%	2.5%	-14.8%	-1.0%	-15.9%	1.8%	23.8%
O=C(Cn1ncc2c([nH]c3ccccc32)c1=O)Nc1ccc(CN2CCCCC2)cc1	11.5%	-5.7%	13.2%	-10.7%	-0.5%	6.1%	i	-9.0%
CC(C)(C)c1ccc(C(=O)C2CCCN(C(=O)c3ccccn3)C2)cc1 (configuration not stated)	12.8%	-0.7%	6.6%	5.8%	8.9%	-9.2%	-22.1%	39.3%
O=C(Nc1cccc(Cl)c1)c1ccc(F)c(S(=O)(=O)N2CCN(c3ccccn3)CC2)c1	13.2%	0.9%	-7.1%	5.9%	5.8%	5.8%	-35.0%[inhibitor]	·
COc1ccc(C2CC(c3ccc4ccccc4c3)=NN2C(=O)CNC2CCCCC2)cc1 (configuration not stated)	-0.8%	13.8%	-5.2%	-23.7%	-32.6%[inhibitor]	6.5%	i	16.0%
CCOC(=O)CC1C(=O)NC2CCCCC2N1C(=O)Nc1ccc(Cl)cc1 (configuration not stated)	-3.2%	3.5%	11.7%	7.6%	-8.6%	4.0%	10.0%	6.6%
O=C1C2C3C=CC(CC3)C2C(=O)N1c1ccc(Cl)cc1 (configuration not stated)	16.1%	7.1%	4.9%	-8.9%	-0.3%	-1.4%	i	-30.3%

Quoted from the listing:
aSyn rescue with `O=C(NNC(=S)Nc1ccccc1)c1cccc(S(=O)(=O)N2CCOCC2)c1` → -1.7%
aSyn rescue with `CCN1C(=O)/C(=C/c2nc3ccccc3c(=O)n2-c2ccc(C)cc2)c2ccccc21` → -1.6%

6 entries already listed, arranged by the number in EPAC1 antagonist, smallest number first.
smiles	EPAC1 antagonist
COc1ccc(C2CC(c3ccc4ccccc4c3)=NN2C(=O)CNC2CCCCC2)cc1 (configuration not stated)	-23.7%
O=C(Cn1ncc2c([nH]c3ccccc32)c1=O)Nc1ccc(CN2CCCCC2)cc1	-10.7%
O=C1C2C3C=CC(CC3)C2C(=O)N1c1ccc(Cl)cc1 (configuration not stated)	-8.9%
CC(C)(C)c1ccc(C(=O)C2CCCN(C(=O)c3ccccn3)C2)cc1 (configuration not stated)	5.8%
O=C(Nc1cccc(Cl)c1)c1ccc(F)c(S(=O)(=O)N2CCN(c3ccccn3)CC2)c1	5.9%
O=C(NNC(=S)Nc1ccccc1)c1cccc(S(=O)(=O)N2CCOCC2)c1	20.5%
